# RNase H inhibition: RNase H inhibition, HIV 1 Gag Pol polyprotein, FRET biochemical assay, screening (AID 372) | one-dose inhibition, % at 10 µM; IC50 in µM for titrated hits | 100,000 compounds, 0.77% hits | HIV-1 RT RNase H, FRET RNA/DNA substrate fluorescence; higher % means a stronger effect; in the data active = inhibition above about 50%
# Numbers without * were called inactive. An excerpt. The share of hits here may be higher or lower than overall.
# The opening 19 entries, ahead of the listing:
SMILES,RNase H inhibition
COc1ccc(-c2ccc(/C=N/NC(=O)c3cc(Br)ccc3OC)o2)c([N+](=O)[O-])c1,16%
COc1ccc(C(=O)NNC(=O)C(=O)N2CCCCC2)cc1OC,6%
CCOCCOC(=O)C1=C(C)NC2=C(C(=O)CC(c3ccccc3)C2)C1c1ccccc1OCc1ccccc1 (configuration not stated),10%
CC(=O)Nc1ccc(NC(=O)CN2CCCCC2)cc1,8%
CC(=O)Nc1ccc(C(=O)Nc2ccc(Cl)cn2)cc1,11%
CCOc1cc(/C=C2\SC(=S)N(/N=C/c3ccc(O)c(OCC)c3)C2=O)ccc1O,20%
CCOC(=O)C1=C(C)N=c2s/c(=C/c3ccc(Br)cc3)c(=O)n2C1c1cccs1 (configuration not stated),0%
Cc1cc(Br)ccc1N1C(=O)/C(=C/c2ccco2)C(=O)NC1=S,7µM*
CC(C)c1ccc(-c2nnc(N)s2)cc1,6%
O=C1NC(=S)N(c2ccccc2F)C(=O)/C1=C/c1ccc(N2CCCCCC2)o1,24%
CCOC(=O)c1c(NC(=O)c2ccc(OC)c(OC)c2)sc2c1CCC(CC)C2 (configuration not stated),14%
O=C(Nc1ncc(Cc2cccc3ccccc23)s1)c1ccc(Cl)cc1,10%
O=C(COc1ccc(Br)cc1)Nc1ccc(F)c([N+](=O)[O-])c1,11%
CCOC(=O)C1=C(O)/C(=C/N(C)C)SC1=Nc1cccc2ccccc12,14%
O=C(NC1C2CC3CC(C2)CC1C3)c1ccccc1F (configuration not stated),18%
COc1ccc(/C(C)=N\N2CCN(Cc3ccccc3)CC2)cc1OC,9%
CCOc1cc(CN2CCN(c3ccccn3)CC2)ccc1O,15%
CC(=O)c1ccc(NC(=O)c2ccc(Cc3ccc(C)cc3)o2)cc1,2%
COc1ccc(CNC2=CC(=O)CC(C)(C)C2)cc1,12%

# Results (from the top)
SMILES,RNase H inhibition
COc1ccc(-c2ccc(/C=N/NC(=O)c3cc(Br)ccc3OC)o2)c([N+](=O)[O-])c1,16%
COc1ccc(C(=O)NNC(=O)C(=O)N2CCCCC2)cc1OC,6%
CCOCCOC(=O)C1=C(C)NC2=C(C(=O)CC(c3ccccc3)C2)C1c1ccccc1OCc1ccccc1 (configuration not stated),10%
CC(=O)Nc1ccc(NC(=O)CN2CCCCC2)cc1,8%
CC(=O)Nc1ccc(C(=O)Nc2ccc(Cl)cn2)cc1,11%
CCOc1cc(/C=C2\SC(=S)N(/N=C/c3ccc(O)c(OCC)c3)C2=O)ccc1O,20%
CCOC(=O)C1=C(C)N=c2s/c(=C/c3ccc(Br)cc3)c(=O)n2C1c1cccs1 (configuration not stated),0%
Cc1cc(Br)ccc1N1C(=O)/C(=C/c2ccco2)C(=O)NC1=S,7µM*
CC(C)c1ccc(-c2nnc(N)s2)cc1,6%
O=C1NC(=S)N(c2ccccc2F)C(=O)/C1=C/c1ccc(N2CCCCCC2)o1,24%
CCOC(=O)c1c(NC(=O)c2ccc(OC)c(OC)c2)sc2c1CCC(CC)C2 (configuration not stated),14%
O=C(Nc1ncc(Cc2cccc3ccccc23)s1)c1ccc(Cl)cc1,10%
O=C(COc1ccc(Br)cc1)Nc1ccc(F)c([N+](=O)[O-])c1,11%
CCOC(=O)C1=C(O)/C(=C/N(C)C)SC1=Nc1cccc2ccccc12,14%
O=C(NC1C2CC3CC(C2)CC1C3)c1ccccc1F (configuration not stated),18%
COc1ccc(/C(C)=N\N2CCN(Cc3ccccc3)CC2)cc1OC,9%
CCOc1cc(CN2CCN(c3ccccn3)CC2)ccc1O,15%
CC(=O)c1ccc(NC(=O)c2ccc(Cc3ccc(C)cc3)o2)cc1,2%
COc1ccc(CNC2=CC(=O)CC(C)(C)C2)cc1,12%
O=C(N/N=C/c1ccccn1)c1cnccn1,4%
CCOc1ccc(N(CC(=O)N2CCC(Cc3ccccc3)CC2)S(=O)(=O)c2ccccc2)cc1,5%
COc1cc2ccccc2cc1C(=O)Nc1sc2c(c1C(N)=O)CCCC2,59%*
CN1CCN(C(=O)c2cc(-c3ccc(Cl)c(Cl)c3)nc3ccccc23)CC1,5%
O=C1c2ccccc2C(=O)C1c1ccc(I)cc1,1%
CCCCNCCCCCCOc1ccccc1,9%
CCOC(=O)c1c(NC(=O)Cc2ccc(OC)cc2)sc(C(=O)Nc2ccccc2)c1C,3%
N#Cc1ccccc1NC(=O)c1ccc(-c2ccccc2)cc1,49%
CCc1ccc2oc(-c3ccc(C)c(NC(=S)NC(=O)c4oc5ccccc5c4C)c3)nc2c1,4%
COc1ccc(C(=O)Nc2cccc(NC(C)=O)c2)c(OC)c1,5%
Cc1ccc2cc(C)c(NCc3ccccn3)nc2c1,6%
C/C(NCc1ccco1)=C(C(=O)c1ccccc1)/C(=N\B(c1ccccc1)c1ccccc1)C(F)(F)F,17%
COc1c(Cl)cc(/C=C2\C(=O)NC(=S)N(c3ccc(C)cc3)C2=O)cc1Cl,28%
COc1cc(C=Nc2cccc(Br)c2)ccc1O,8%
CC1=NN(c2ccc(C)c(C)c2)C(=O)/C1=C\c1c(C)[nH]n(-c2cccc3ccccc23)c1=O,10%
COc1ccc(OCC(=O)N/N=C/c2ccc(C)cc2)cc1,0%
COc1ccc(NC(=O)c2cccc(Cl)c2Cl)cc1OC,5%
CCOc1cc(C2Nc3ccccc3C(=O)N2c2ccc(Cl)cc2)ccc1O (configuration not stated),9%
CC(=O)Nc1ccc(S(=O)(=O)Nc2nc3ccccc3nc2Nc2cccc(F)c2)cc1,6%
COc1cc(/C=N/Nc2nn[nH]n2)ccc1O,7%
Cc1ccc(S(=O)(=O)N(CC(=O)NC(C)c2ccccc2)Cc2ccccc2)cc1 (configuration not stated),14%
CCN(CC)c1nc(-c2ccccc2O)nc2ccccc12,20%
O=C(Nc1cccnc1)c1cc2ccccc2o1,9%
O=C(O)c1ccc(C(=O)NCc2ccccc2)c(C(=O)O)c1,15%
O=S(=O)(NCc1ccccc1)c1cccc2cccnc12,0%
Cc1ccc(-c2nc(N/N=C/c3ccc(N(C)C)cc3)c3ccccc3n2)cc1,16%
CN(C)/C=C/C=C1\CC(=O)N(c2ccccc2)C1=O,15%
O=[N+]([O-])c1ccc(C2CNC(c3ccc4c(c3)OCO4)O2)cc1 (configuration not stated),9%
OCc1ccc(-c2ccc(Cl)cc2Cl)o1,15%
Cc1cccc(CN2CCN(C3CCCC3)CC2)c1,9%
COC(=O)c1ccc(CN(c2cccc3cccnc23)S(=O)(=O)c2ccc(C)cc2)cc1,15%
Cc1ccc2c(Cl)c(C(=O)N3CCN(c4ccc(F)cc4)CC3)sc2c1,13%
CC1(C)CC(=O)C(C=Nc2ccc(F)c(Cl)c2)=C(O)C1,0%
CCOc1ccc2nc(SCC(=O)c3cccc([N+](=O)[O-])c3)sc2c1,43%
CCc1cccc(CC)c1NC(=O)c1ccccc1OC,5%
COc1ccc([N+](=O)[O-])cc1NC(=O)c1ccnn1C,3%
O=C(COc1ccccc1[N+](=O)[O-])Nc1cc(-c2nc3ccccc3s2)ccc1Cl,44%
NS(=O)(=O)c1ccc(NC(=O)/C(=C\c2ccc([N+](=O)[O-])cc2)NC(=O)c2ccccc2)cc1,11%
CCOc1cc(/C=N\NC(=O)c2ccc(Br)cc2)cc(I)c1O,16%
CCCCOc1ccc(C(=O)Nc2ccc(I)cc2C)cc1,11%
Nc1c([N+](=O)[O-])c(Nc2ccccc2Cl)nc(Nc2ccccc2Cl)c1[N+](=O)[O-],3%

# (next part)
SMILES,RNase H inhibition
COc1ccc(C2CC(=O)C3=C(C2)NC(C)=C(C(=O)OCCOc2ccccc2)C3c2ccc(OC)cc2)cc1 (configuration not stated),4%
CC1(C)CC(C)(c2ccccc2)c2cc(SC#N)ccc2N1 (configuration not stated),11%
O=C(NNc1ccccc1)c1ccccc1Cl,0%
COc1ccc(C(C)NC(=O)Cc2cccc3ccccc23)cc1 (configuration not stated),0%
COc1ccc(-n2c(O)c(C=Nc3cc(OC)c(OC)c(OC)c3)c(=O)[nH]c2=O)cc1,9%
COc1cc(OC)c(OC)cc1/C=N/NC(=O)CCc1c(C)n[nH]c1C,3%
O=C1C2C3C=CC(C3)C2C(=O)N1/N=C/c1ccccc1I (configuration not stated),0%
O=C(/C=C/c1ccc([N+](=O)[O-])cc1)Nc1ccc(Cl)c(Cl)c1,37%
CCOC(=O)c1c(NC(=O)c2cc([N+](=O)[O-])ccc2N2CCN(C)CC2)sc2c1CCCC2,6%
COc1ccc(C2C(C#N)=C(N)OC3=C2C(=O)CC(c2ccccc2)C3)cc1 (configuration not stated),5%
Cc1ccccc1C(=O)NC(=S)Nc1cc(C(C)(C)C)cc(Cl)c1O,13%
O=C(COCC(=O)NN=Cc1ccc(F)cc1)NN=Cc1ccc(F)cc1,15%
CCOc1cc(/C=C2/SC(=S)NC2=O)ccc1OC,10%
COc1ccccc1N1CCN(C(=O)c2ccc(Cl)cc2Cl)CC1,2%
COc1ccc(C(=O)NCc2ccco2)cc1[N+](=O)[O-],3%
O=c1c2c3c(sc2n2cnnc2n1-c1ccccc1)CCCCC3,6%
CCOc1cccc(C(=O)Nc2ccc3oc(-c4cccc(OC)c4)nc3c2)c1,16%
Cc1c(Cl)cccc1N=Cc1cc([N+](=O)[O-])ccc1O,9%
N#C/C(=C/c1ccc([N+](=O)[O-])o1)C(=O)Nc1cccc(Br)c1,7%
O=C(/C=C/c1ccccc1)c1ccc([N+](=O)[O-])cc1,10%
CCC(CC)C(=O)Nc1ccccc1C(=O)OC,2%
CC(=O)Nc1cc(Oc2cccc(C)c2)cc([N+](=O)[O-])c1,4%
COc1nc(N/N=C/c2ccccc2F)nc(N2CCCCC2)n1,7%
CN(c1ccc(C(=O)Nc2ccccc2Br)cc1)S(=O)(=O)c1ccccc1,3%
O=C1CC(Nc2ccc(N3CCOCC3)cc2)C(=O)N1c1ccccc1F (configuration not stated),7%
O=[N+]([O-])c1ccc(C(=S)N2CCCCC2)cc1,7%
CN(C)c1cc(N/N=C\c2ccccc2)nc(N(C)C)n1,2%
O=C(/C=C/c1cccs1)N1CCc2ccccc21,14%
Cc1ccc([N+](=O)[O-])cc1N[C@@H]1C[C@H](O)[C@@H](CO)O1,6%
C/C(=N/Nc1cc(-c2ccccc2)nc(-c2ccccc2)n1)c1ccccc1,8%
C=CCNC(=O)CN(c1ccc(OC)c(Cl)c1)S(=O)(=O)c1ccccc1,6%
COc1ccc(C(=O)Nc2ccccc2C(N)=O)cc1I,10%
Cc1ccc(NC(=O)c2cc(C(=O)Nc3ccc(C)c(C)c3)n(C)n2)cc1C,10%
Cc1cccc(NC(=O)CCCN2C(=O)/C(=C/c3ccccc3Cl)SC2=S)c1C,8%
CC(C)(C)c1ccc(OCC(=O)Nc2ccc(Br)cc2F)cc1,10%
Cc1cc(C)c2oc(-c3ccc(C)c(NC(=O)c4cccc(Cl)c4Cl)c3)nc2c1,19%
CC1CCC(N2CCN(C3CCN(Cc4ccccc4)CC3)CC2)CC1 (configuration not stated),0%
CCOc1cccc(NC(=O)/C(C#N)=C\c2ccc(-c3ccc(F)cc3)o2)c1,13%
CC(=O)c1c(N2CCOCC2)nc(=S)n(-c2ccc([N+](=O)[O-])cc2)c1C,8%
CC(=O)NS(=O)(=O)c1ccc(NC(=O)c2ccc([N+](=O)[O-])cc2[N+](=O)[O-])cc1,7%
O=CN1CCN(Cc2c(F)cccc2Cl)CC1,0%
CCOC(=O)c1c(NC(=O)CC2Nc3cc(C)c(C)cc3NC2=O)sc2c1CCCC2 (configuration not stated),6%
O=C(COc1ccc([N+](=O)[O-])cc1)Nc1cccc2ccccc12,1%
Cc1nnc(NC(=O)c2cccc(C(=O)O)c2)s1,1%
O=S(=O)(NNc1ccccc1)c1ccc(Cl)cc1,17%
Oc1c(/C=N/c2ncn[nH]2)ccc2ccccc12,8%
COc1cccc(N2C(=O)/C(=C/C(C)=C/c3ccccc3)SC2=S)c1,11%
CCN(CC)c1ccc(/C=N/NC(=O)CCCCCCCC(=O)N/N=C/c2ccc(N(CC)CC)cc2)cc1,16%
O=[N+]([O-])c1cccc(C=Nc2ccc(Cl)c(Cl)c2)c1,4%
CCOCP(=O)(COCC)COCC,0%
Cc1cc(C)n(-c2nc3nonc3nc2Nc2cccc(C)c2C)n1,4%
COc1cc(C=O)ccc1OCCOc1cccc(C(C)C)c1,20%
C=CCc1cc(/C=C2\C(=O)NC(=O)N(c3ccc(Cl)cc3)C2=O)cc(OC)c1O,5%
COc1ccccc1-c1nnc(-c2sc3cc(Cl)ccc3c2Cl)o1,11%
COc1ccc(C(=O)N2CCN(C(=O)c3ccc([N+](=O)[O-])cc3)CC2)cc1OC,1%
COc1cc(C2Nc3ccc4ccccc4c3C3=C2C(=O)CC(C)(C)C3)ccc1OC(C)C(=O)O (configuration not stated),0%
COc1ccc(CC(=O)N/N=C/c2ccc(-c3cc(Cl)ccc3C)o2)cc1,74%*
COC(=O)c1cccc(NC(=O)COc2ccc(Br)cc2)c1,10%
COc1cc(/C=C2\SC(N)=NC2=O)cc(Cl)c1OCCOc1ccccc1C,42%
COc1ccc(CN=CC2=C(O)CC(c3ccccc3)CC2=O)cc1 (configuration not stated),7%

# Two entries from above, bar-delimited.
SMILES | RNase H inhibition
Cc1c(Cl)cccc1N=Cc1cc([N+](=O)[O-])ccc1O | 9%
CC(C)(C)c1ccc(OCC(=O)Nc2ccc(Br)cc2F)cc1 | 10%

# Continuation:
SMILES,RNase H inhibition
COc1ccc2c(c1)c(=O)oc1cc(OCC(=O)c3ccc(F)cc3)ccc12,34%
O=C(Nc1ccc([N+](=O)[O-])cc1)C(Sc1ccccc1)c1ccccc1 (configuration not stated),6%
Cc1cccc(NC(=O)CCCC(=O)O)c1,6%
COc1ccc(Cl)cc1/C=C1/C(=O)NN(c2ccccc2)C1=O,0%
CCOC(=O)C1=C(C)N=c2s/c(=C\c3cc(C)n(-c4ccc(Cl)cc4)c3C)c(=O)n2C1c1ccc2c(c1)OCO2 (configuration not stated),17%
COc1cc([N+](=O)[O-])ccc1NC(=O)c1cc(I)cc(I)c1I,11%
COc1ccc2ccccc2c1C=Nc1ccc(C)cc1C,34%
COc1ccc(-c2nnc(NC(=O)c3ccc(Cl)cc3)s2)cc1OC,18%
COc1ccc(OC)c(Cn2c(O)c(/C=C3\C=CC=N3)c(=O)[nH]c2=O)c1,0%

# High-throughput results as filed in PubChem BioAssay.
